RGS8-Gao reg: RGS8-Galphao binding modulators, primary screen, biochemical, multiplexed bead flow cytometry; Guanine nucleotide-binding protein G(o) subunit alpha (Homo sapiens), P09471; actives lie on both sides; response (percent of control binding), % at 10 µM; 220,000 tested, 0.34% active; in the data active = response below about 60% or above about 140%; inactive = in between;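 also: Galphao activated as the GDP aluminium fluoride complex binding bead-coupled RGS8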
Bcl-B Bim block: inhibitors of Bim-Bcl-B binding, primary screen, biochemical, multiplexed, human Bcl-2 family; 190,000 tested, 0.073% active; bead-based flow cytometry, Bim peptide-Bcl-B binding; inhibition, % at 10 µM; AID 951, 2007; Bcl-2-like protein 10 (Homo sapiens), Q9HD36;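 also: 0% = tracer peptide without compound and 100% = reference inhibitor peptide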
Target sequence (Q9HD36 whole entry, looked up): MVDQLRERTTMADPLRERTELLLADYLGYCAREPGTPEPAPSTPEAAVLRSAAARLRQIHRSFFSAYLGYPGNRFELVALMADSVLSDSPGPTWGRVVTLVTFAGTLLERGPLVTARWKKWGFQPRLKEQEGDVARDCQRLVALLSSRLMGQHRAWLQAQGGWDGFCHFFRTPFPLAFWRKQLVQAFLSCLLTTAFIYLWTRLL
Bim-Mcl-1: inhibitors of Bim peptide binding to Mcl-1, primary screen, biochemical, bead-based flow cytometry, multiplex; 190,000 tested, 0.1% active; Bim peptide-Mcl-1 binding; inhibition, % at 10 µM; AID 1009, 2008; Induced myeloid leukemia cell differentiation protein Mcl-1 (Homo sapiens), Q07820;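 also: 0% = no compound tracer wells and 100% = peptide blocker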
Target sequence (Q07820 whole entry, looked up): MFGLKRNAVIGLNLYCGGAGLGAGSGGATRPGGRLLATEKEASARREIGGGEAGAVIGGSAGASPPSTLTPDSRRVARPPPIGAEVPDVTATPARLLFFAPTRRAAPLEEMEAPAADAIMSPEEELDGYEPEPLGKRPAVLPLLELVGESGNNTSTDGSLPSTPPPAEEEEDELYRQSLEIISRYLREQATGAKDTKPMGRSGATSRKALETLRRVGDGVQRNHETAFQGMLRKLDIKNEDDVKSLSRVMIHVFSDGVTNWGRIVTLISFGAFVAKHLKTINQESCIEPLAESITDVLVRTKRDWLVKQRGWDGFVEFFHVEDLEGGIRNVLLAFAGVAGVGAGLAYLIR
Mcl1-Bid inh: Mcl-1/Bid binding inhibitors, primary screen, biochemical, TR-FRET, 1536-well; inhibition, % at 21.7 µM; 220,000 tested, 0.97% active; TR-FRET Mcl-1/Bid-Dy647 peptide binding; Induced myeloid leukemia cell differentiation protein Mcl-1 (Homo sapiens), Q07820;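 active = compounds that cut the binding signal by more than half at the single screening dose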;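 also: His-tagged Mcl-1 with europium anti-His antibody binding Bid BH3 peptide; 0% = Mcl-1 plus peptide wells and 100% = peptide-only wells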
Bfl-1 Bim block: inhibitors of Bim binding to Bfl-1, primary screen, biochemical, multiplexed, bead-based flow cytometry; Bcl-2-related protein A1 (Homo sapiens), Q16548; Bim-Bfl-1 binding inhibition; inhibition, % at 10 µM; 190,000 tested, 0.12% active; AID 1008, 2008;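 also: 0% = wells without compound plus tracer and 100% = blocker peptide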
RGS7-Gao reg: RGS7-Galphao binding modulators, primary screen, biochemical, multiplexed bead flow cytometry. binding response (% of control), % at 10 µM. AID 1439, 2008. Guanine nucleotide-binding protein G(o) subunit alpha (Homo sapiens), P09471. 220,000 tested, 0.35% active. actives lie on both sides; in the data active = binding response below about 49% or above about 150%; inconclusive = no clear call, values can overlap the other calls; inactive = in between;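 also: fluorescent Galphao held in activated GDP-AlF4 state binding bead-coupled RGS7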
Bcl-XL Bim block: inhibitors of Bim-Bcl-XL binding, primary screen, biochemical, multiplexed, bead flow cytometry, human Bcl-XL. Bcl-2-like protein 1 (Homo sapiens), Q07817. Bim peptide-Bcl-XL binding, fluorescence. inhibition, % at 10 µM. 190,000 tested, 0.04% active
Target sequence (Q07817 whole entry, looked up): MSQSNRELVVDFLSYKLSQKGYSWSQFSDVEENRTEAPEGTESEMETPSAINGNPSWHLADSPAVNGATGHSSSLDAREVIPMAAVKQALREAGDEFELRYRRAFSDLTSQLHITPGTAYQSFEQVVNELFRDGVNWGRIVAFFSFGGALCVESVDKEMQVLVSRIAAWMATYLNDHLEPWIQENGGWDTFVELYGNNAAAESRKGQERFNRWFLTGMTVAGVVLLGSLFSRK
Mcl1-Noxa inh: Mcl-1/Noxa binding inhibitors, primary screen, biochemical, TR-FRET, 1536-well | Induced myeloid leukemia cell differentiation protein Mcl-1 (Homo sapiens), Q07820 | TR-FRET Mcl-1/Noxa peptide binding, 2 h | inhibition, % at 21.7 µM | 220,000 tested, 1.5% active | AID 1022, 2008;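 active = compounds that cut the protein-peptide binding signal by more than 50% relative to plate controls in a single-dose test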;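 also: His-tagged Mcl-1 with rhodamine Noxa BH3 peptide and terbium anti-His antibody; 0% = Mcl-1 plus Noxa peptide wells and 100% = peptide-only wells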
RGS4-Gao reg: modulators of RGS4 binding to Galphao, primary screen, biochemical, multiplexed bead flow cytometry. 220,000 tested, 0.33% active. binding response (% of control), % at 10 µM. actives lie on both sides; in the data active = binding response below about 49% or above about 150%; inactive = in between;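 also: fluorescent Galphao activated with aluminum fluoride binding bead-coupled RGS4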
Bcl-W Bim block: inhibitors of Bim binding to Bcl-W, primary screen, biochemical, multiplexed, bead-based flow cytometry | Bcl-2-like protein 2 (Homo sapiens), Q92843 | Bim peptide-Bcl-W binding | inhibition, % at 10 µM | 190,000 tested, 0.02% active;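 also: 0% = bound tracer without compound and 100% = peptide blocker; higher means less fluorescent Bim peptide bound to Bcl-W beads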
Bim-Bcl-2: inhibitors of Bim-Bcl-2 binding, primary screen, biochemical, multiplexed, human Bcl-2 family; 190,000 tested, 0.06% active; Bead-based flow cytometry, Bim peptide-Bcl-2 binding; inhibition, % at 10 µM; AID 950, 2007; Apoptosis regulator Bcl-2 (Homo sapiens), P10415; in the data active = inhibition above about 40%; inconclusive = no clear call, values can overlap the other calls;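 also: 0% = no compound wells with probe peptide and 100% = reference peptide inhibitor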
Target sequence (P10415 whole entry, looked up): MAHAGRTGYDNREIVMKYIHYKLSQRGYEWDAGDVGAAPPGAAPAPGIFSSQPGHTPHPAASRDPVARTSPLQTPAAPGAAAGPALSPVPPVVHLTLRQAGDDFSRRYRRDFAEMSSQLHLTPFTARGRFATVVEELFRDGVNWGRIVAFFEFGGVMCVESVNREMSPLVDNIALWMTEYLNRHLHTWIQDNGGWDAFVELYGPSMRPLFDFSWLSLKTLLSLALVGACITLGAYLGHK
* marks the source's active call; other numbers are inactive results; ? = inconclusive; . = no result given. Rule as the data show it, unless noted: active = inhibition above about 40%.

SMILES	RGS8-Gao reg	Bcl-B Bim block	Bim-Mcl-1	Mcl1-Bid inh	Bfl-1 Bim block	RGS7-Gao reg	Bcl-XL Bim block	Mcl1-Noxa inh	RGS4-Gao reg	Bcl-W Bim block	Bim-Bcl-2
COc1cccc(NC(=O)COc2ccc(N3CC(C(=O)NCC(C)C)CC3=O)cc2)c1 (centres undefined)	99	-9	1	-6	-7	101	0	17	101	-1	-11
CC1=CC2=NC(=O)/C(=C/c3coc4ccc(Cl)cc4c3=O)C(=N)N2O1	100	.	.	-25	.	?	.	6	103	.	.
COc1ccccc1NS(=O)(=O)c1ccc(Cl)c(NC(=O)C(C)N2C(=O)c3ccccc3C2=O)c1 (centres undefined)	108	-4	-1	-13	15	91	0	22	96	2	1
Cc1ccc(CCSCC(=O)O)cn1	102	-7	0	-19	-7	101	-6	12	103	0	-5
CCc1nc(Nc2ccc(N3CCN(C(C)=O)CC3)cc2)c2oc3ccccc3c2n1	99	7	0	33	5	99	1	85*	101	10	-2
O=C(O)CCc1nc2ccccc2n(CCc2ccccc2)c1=O	102	-5	1	-12	-10	100	-8	-4	96	5	-3
CNC(=O)NC(=O)C(C)OC(=O)c1oc2ccccc2c1CSc1ccc(Cl)cc1 (centres undefined)	85	-7	-1	-8	2	98	-1	-3	98	0	0
CC(Oc1ccc(Cl)cc1)/C(N)=N/O (centres undefined)	103	0	0	6	-4	99	0	5	101	3	2
c1ccc(-c2oc3ncnc(NCCN4CCOCC4)c3c2-c2ccccc2)cc1	99	0	-2	8	-2	94	-1	13	98	-4	-4
CCN(CC)CCC(c1cc(OC)c(OC)c(OC)c1)c1c(OC)cc(OC)c2c(-c3ccccc3)cc(=O)oc12 (centres undefined)	98	.	.	-70	.	?	.	0	101	.	.
COc1cccc(C(c2sc3nc(C)nn3c2O)N2CCc3ccccc3C2)c1 (centres undefined)	107	-6	0	-9	-5	102	-2	52*	104	3	-7
Cc1ccc(NNC(=O)C(=O)N2CCCCC2)cc1	103	-10	-3	-16	-7	100	-6	-5	105	-1	-8
COc1ccc(-n2c(C)nc3sc4c(c3c2=O)CCC4)cc1	97	-3	-1	-9	0	94	-1	15	92	-3	-3
NC(=O)NOCc1ccccc1F	100	-1	-3	6	5	92	0	6	99	1	0
Cc1ccc(OCC(=O)N2CC3(C)CC2CC(C)(C)C3)cc1 (centres undefined)	96	-6	-2	-3	0	98	-7	-9	99	-3	9

Some values from the results shown.
Bcl-XL Bim block with CC(Oc1ccc(Cl)cc1)/C(N)=N/O (centres undefined) stands at 0
Bim-Mcl-1 with c1ccc(-c2oc3ncnc(NCCN4CCOCC4)c3c2-c2ccccc2)cc1 stands at -2

Next part
SMILES	RGS8-Gao reg	Bcl-B Bim block	Bim-Mcl-1	Mcl1-Bid inh	Bfl-1 Bim block	RGS7-Gao reg	Bcl-XL Bim block	Mcl1-Noxa inh	RGS4-Gao reg	Bcl-W Bim block	Bim-Bcl-2
Cc1ccc2nc(Cl)c(/C=N/Nc3ccc(C(=O)O)cc3)cc2c1	105	.	.	-16	.	?	.	34	105	.	.
CCOc1ccc(Cl)cc1/C=N/NC(N)=O	101	4	0	-3	1	100	-3	18	102	2	9
CC(C)(C)CC(=O)Nc1cc(S(=O)(=O)N2CCOCC2)ccc1N1CCCC1	105	.	.	-22	.	?	.	10	112	.	.
Cn1nc(CC(=O)Nc2ncc(Br)s2)c2ccccc2c1=O	98	-5	-1	1	-16	101	-5	6	96	-1	-10
CNC(=O)c1sc(-c2ccccn2)nc1C	105	0	59*	-2	0	94	0	8	90	-1	-2
FC(F)(F)c1nc(Sc2ncccc2C(F)(F)F)n[nH]1	99	.	.	-4	.	?	.	8	96	.	.
CCCOc1ccc(C2C(C(=O)c3ccc(C)o3)=C(O)C(=O)N2Cc2cccnc2)cc1 (centres undefined)	102	0	-1	4	-1	99	-3	2	100	-2	0
COCCN(Cc1ccccc1)C(=O)c1c(C)nn(-c2ccccc2)c1C	99	0	1	-16	-2	102	0	13	99	1	1
NC(N)=Nc1nc(C2COc3ccccc3O2)cs1 (centres undefined)	104	-8	-5	-11	-12	99	-10	21	100	-7	-6
O=C(CCc1ccccc1)Nc1cc(C(=O)O)cc(C(=O)O)c1	100	-6	-3	7	-14	96	-8	16	100	-3	-8
Cn1c(=O)c(C(=O)COc2ccc(C#N)cc2)c(N)n(Cc2ccccc2)c1=O	98	0	-5	3	5	109	-2	25	102	-7	-1
NNC(=O)c1snnc1-c1ccccc1	104	.	.	-26	.	?	.	-9	106	.	.
Cc1ccc(S(=O)(=O)Nc2c(C)nn(C)c2C)cc1	75	0	-1	-39	0	84	-1	-16	66	-4	1
COc1cccc(C(=O)NCC(=O)NNc2ncnc(N)c2[N+](=O)[O-])c1	94	-4	-2	-21	-6	89	-2	-59	90	-2	-3
COc1cccc(C(=O)NCCCN2CCN(CCCNC(=O)c3cccc(OC)c3)CC2)c1	101	-11	0	-12	-10	103	-6	16	102	-1	-19
Cc1nc2c(C(=O)N3CCN(c4ccccn4)CC3)cnn2c(C)c1Cc1cccc(Cl)c1	101	0	0	-11	-2	103	-2	16	100	-1	-2
CN(C(=O)CCN1C(=O)c2ccccc2C1=O)C1CCCCC1	100	-10	0	-33	-11	97	-3	0	98	1	-3
N/C(=N\OC(=O)c1cc(-c2ccccc2)nc2ccccc12)c1cccnc1	86	-3	-4	-8	-2	100	-3	14	93	-1	-1
O=C(O)C1CCN(C(=O)OCc2ccccc2)CC1	105	0	-1	-8	0	107	0	-2	108	0	1
COc1ccc(COc2ccccc2C(=O)Nc2ccccn2)cc1[N+](=O)[O-]	103	-6	-2	5	0	99	-5	1	99	-3	1
CCOc1cc(-c2c(C)c(C)nc(N)c2C#N)ccc1O	100	-9	0	-16	-18	102	-5	-3	101	0	-11
Cc1ccc2nc(SC(C(=O)c3ccccc3)c3ccccc3)nc(C)c2c1 (centres undefined)	104	-11	-1	-4	0	101	-3	-15	102	-2	-1
Cn1c(CN2CCCC(C(=O)c3ccc4c(c3)OCO4)C2)nc2ccccc21 (centres undefined)	100	-2	-4	-12	-8	94	-5	0	99	-6	-5
COc1cc(/C=C(\C#N)C(=O)Nc2ccc3ccccc3c2)c([N+](=O)[O-])cc1OC	101	-6	8	25	-2	105	-6	50	104	-3	-4
O=c1cc(-c2ccccc2Cl)oc2c(NS(=O)(=O)c3ccccc3C(F)(F)F)ccc(O)c12	102	.	.	-37	.	?	.	11	104	.	.
CN(Cc1cnn(C)c1)C(=O)c1sc2cccc(Cl)c2c1Cl	100	-6	-3	8	-12	101	-9	15	100	-1	-8
CCCCc1ccc(NC(=O)C2CCCO2)cc1 (centres undefined)	95	-4	3	-13	-7	93	-1	13	92	4	-2
Cc1cc(C(=O)CN2C(=O)NC(Cc3c[nH]c4ccccc34)C2=O)c(C)n1C (centres undefined)	110	-10	-2	-13	-11	107	-10	23	105	0	-7
CN(C)N(C)C(=O)C(O)(c1ccccc1)c1ccccc1	100	-2	-1	-19	-4	102	1	1	98	2	2
Cc1ccc(-c2nnn(CC(=O)N(CC(=O)NC3CCCCC3)c3ccc(F)c(Cl)c3)n2)o1	97	-1	0	-4	1	93	-3	-5	91	-1	4
O=C(CN1CCN(c2ccccc2)CC1)Nc1cccc(C(F)(F)F)c1	103	-4	0	-13	-7	101	-6	-2	99	-2	-4
Cc1ccccc1OS(=O)(=O)c1cn(C)c(=O)n(C)c1=O	97	0	0	-36	-4	?	0	-7	98	0	0
COc1ccc(C(=O)C/C(=C\C(=O)c2ccc(C)cc2)c2ccccc2)cc1	104	-2	0	-11	0	99	-1	-4	97	0	0
CCN(CC)C(=O)c1sc(NC(=O)c2ccc(Br)o2)c(C(=O)OC)c1C	101	-5	-3	-15	-18	97	-3	15	97	-1	-17
CN(Cc1ccccc1)C(=S)NC(=O)c1ccc(-c2ccccc2)cc1	100	-7	-1	16	-5	97	-4	25	103	-3	-11
Cc1cccc(CC2S/C(=N/N=C/c3ccco3)NC2=O)c1 (centres undefined)	105	0	0	-4	-2	107	-4	12	108	-2	-1
O=C(C1=C[C@@H](c2ccc(Br)cc2)C[C@@H](OCCCCO)O1)N1CCN(Cc2ccc3c(c2)OCO3)CC1	85	-3	-2	2	-3	77	-2	-15	82	-1	0
CCCCOC(=O)c1cc(=O)[nH]c2ccc(C)cc12	100	-6	-1	-22	-3	?	0	17	97	0	0
CCC1CCCN1Cn1cnc2c([nH]c3ccc(OC)cc32)c1=O (centres undefined)	107	-1	0	-11	0	102	-3	9	102	-2	-4
Clc1ccc(Nc2nc3ccccc3n3nnnc23)cc1	102	-5	0	-14	-12	101	0	-4	106	-1	-5
O=C1CCN(C(=S)NCCc2ccccc2)CC1	100	-16	-2	-33	-3	?	0	5	98	0	-2
COc1ccc(-c2ccc(=O)n(Cc3cc(=O)n4ccccc4n3)n2)cc1	105	-11	-1	8	-5	98	-6	9	108	0	-9
CCCCCc1nnc(NC(=O)C2CCCO2)s1 (centres undefined)	91	-10	0	-7	-8	91	-13	.	90	0	-10
CCCCCCCCn1c2c(c(=N)c3c1CCC3)CCCC2	101	-2	-2	-1	-3	98	-4	19	97	-1	-2
O=C1OC(N2CCN(c3ccccn3)CC2)c2ccccc21 (centres undefined)	104	-1	-3	-3	-3	101	-2	12	100	-2	-4
COc1ccc(-n2c(C)cc(/C=N/Nc3nnc(C)n3N)c2C)cc1	81	6	-5	-26	-11	85	-2	5	81	0	0
Cc1csc(=Nc2ccccc2)n1C	103	-4	13	-29	2	100	0	18	100	3	3
CC(=O)c1sc(NC(=O)c2ccc(C(C)(C)C)cc2)nc1C	100	-2	-2	-36	-6	101	-1	-8	100	0	3
COc1cccc(CN2CCN(C(=O)c3cccs3)CC2)c1OC	105	-1	0	-8	0	92	-4	13	103	0	-1
C=C(C)Cn1c(N2CCN(CC)CC2)nc2c1c(=O)[nH]c(=O)n2C	100	-5	11	-7	-7	99	-7	-15	100	-7	-8

Screening data as filed in PubChem.
